Screening results: PubChem, several laboratories
Shn3 3UTR inh: reduces Shn3 3'UTR luciferase signal in osteoblasts | actives 0.52% (n = 360,000) | inhibition, % at 12.5 µM | AID 588674 | Clone20 osteoblast Shn3 3'UTR firefly luciferase, 24 h;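 active means mean inhibition of at least 75% with every replicate also reaching 75%; inconclusive means mean inhibition at least 75% but some replicate below; inactive means mean inhibition below 75%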;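 further: 0% = median of neutral control wells and 100% = pilot-screen positive control compound; some compounds past the cut are filed as inactive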
KKLEB tox: counter-screen for CF NF-kB inhibitors: cytotoxicity; KKLEB CF airway cells viability, ATPlite luminescence, overnight; stronger effect = lower value; cells stimulated with P. aeruginosa culture filtrate; activity change (cytotoxicity), % at 5 µM; actives 0.36% (n = 360,000);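 active means corrected activity change at or below -50% at 5 µM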
TROY signal inh: blocks TROY-dependent signaling in reporter cells. Q293 LMP1-TROYcd NF-kB luciferase reporter, 4 h. inhibition, % at 10 µM. actives 0.98% (n = 360,000). AID 1347056;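 active means compounds whose plate-normalised and pattern-corrected inhibition of the luciferase reporter signal at the single screening dose is 50% or more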
SRC1 inh: human NCOA1 inhibition. inhibition, % at 3.6 µM. HEK293 GAL4-SRC1 luciferase reporter, luminescence. actives 0.12% (n = 360,000). Q15788;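 active means inhibition above the campaign mean plus 3 SD, with each screening campaign given its own cutoff, cut at about 60% in these data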;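 further: 0% = DMSO treated cells and 100% = gossypol at 36 µM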
EBV LMP1 NFkB: reduces LMP1-driven NF-kappaB luciferase signal; actives 0.69% (n = 350,000); LMP1-induced NF-kappaB luciferase reporter cells, luminescence; inhibition, % at 12.5 µM; in the data active means inhibition above about 41%; inconclusive means no clear call, values can overlap the other calls;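 further: 0% = neutral control wells and 100% = reference inhibitor control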
CF NFkB block: blocks PAF-induced NF-kB reporter in cystic fibrosis cells | KKLEB NF-kB-GFP reporter, GFP fluorescence overnight | inhibition, % at 5 µM | actives 0.86% (n = 360,000) | AID 588850;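 active means at least 50% inhibition at 5 µM, scaled per plate between neutral and stimulator controls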;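 further: PAF is a Pseudomonas aeruginosa culture filtrate used as stimulus; plate controls were PAF-stimulated DMSO wells for no effect and unstimulated DMSO wells for full effect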
SRC3 inh: inhibitors of human steroid receptor coactivator 3 (SRC3). HEK293 GAL4-SRC3 luciferase reporter, luminescence. inhibition, % at 3.6 µM. actives 0.17% (n = 360,000);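 active means inhibition above a per-campaign cutoff, the mean of all compounds plus 3 SD, cut at about 60% in these data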;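 further: 0% = DMSO-treated cells and 100% = gossypol-treated cells at 36 µM; higher means less SRC3-driven luciferase light from the GAL4 reporter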
Target sequence (Q9Y6Q9 whole entry, looked up, the tested form may be a part): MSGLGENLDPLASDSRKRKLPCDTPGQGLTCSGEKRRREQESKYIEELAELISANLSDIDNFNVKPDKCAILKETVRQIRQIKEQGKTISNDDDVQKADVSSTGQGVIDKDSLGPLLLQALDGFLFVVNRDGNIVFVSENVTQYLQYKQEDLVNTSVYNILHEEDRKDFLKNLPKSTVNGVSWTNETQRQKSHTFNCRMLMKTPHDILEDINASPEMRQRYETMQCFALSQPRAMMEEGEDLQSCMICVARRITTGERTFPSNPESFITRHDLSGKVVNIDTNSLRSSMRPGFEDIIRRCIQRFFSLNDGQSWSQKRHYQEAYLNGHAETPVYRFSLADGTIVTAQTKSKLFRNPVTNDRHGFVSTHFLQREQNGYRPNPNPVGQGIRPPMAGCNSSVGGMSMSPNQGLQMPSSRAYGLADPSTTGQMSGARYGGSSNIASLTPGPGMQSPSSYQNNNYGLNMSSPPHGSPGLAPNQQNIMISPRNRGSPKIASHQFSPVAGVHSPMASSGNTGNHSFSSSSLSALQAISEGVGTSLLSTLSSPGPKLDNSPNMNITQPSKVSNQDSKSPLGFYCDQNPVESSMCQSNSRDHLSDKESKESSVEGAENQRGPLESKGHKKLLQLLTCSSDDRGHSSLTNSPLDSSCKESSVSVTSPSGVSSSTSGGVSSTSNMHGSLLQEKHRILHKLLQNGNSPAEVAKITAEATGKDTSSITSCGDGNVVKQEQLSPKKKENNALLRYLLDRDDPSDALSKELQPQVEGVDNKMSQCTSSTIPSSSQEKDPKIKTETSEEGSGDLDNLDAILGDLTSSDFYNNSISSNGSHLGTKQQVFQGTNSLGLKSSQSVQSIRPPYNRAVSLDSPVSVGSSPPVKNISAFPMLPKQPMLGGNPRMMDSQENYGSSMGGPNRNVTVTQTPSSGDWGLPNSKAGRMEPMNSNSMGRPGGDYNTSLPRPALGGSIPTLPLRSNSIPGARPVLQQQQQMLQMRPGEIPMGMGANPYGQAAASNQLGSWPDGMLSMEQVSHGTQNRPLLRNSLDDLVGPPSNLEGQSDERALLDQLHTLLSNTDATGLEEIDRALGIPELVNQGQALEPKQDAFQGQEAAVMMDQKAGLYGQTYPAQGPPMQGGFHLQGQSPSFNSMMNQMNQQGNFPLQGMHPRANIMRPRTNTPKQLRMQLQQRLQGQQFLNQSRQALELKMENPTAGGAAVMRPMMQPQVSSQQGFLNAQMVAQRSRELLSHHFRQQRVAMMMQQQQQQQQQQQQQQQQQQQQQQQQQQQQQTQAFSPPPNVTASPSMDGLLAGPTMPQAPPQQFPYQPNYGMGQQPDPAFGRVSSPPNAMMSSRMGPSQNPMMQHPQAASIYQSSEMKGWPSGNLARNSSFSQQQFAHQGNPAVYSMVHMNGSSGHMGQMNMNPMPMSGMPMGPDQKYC
C8 TRAIL sens: sensitizes caspase-8 expressing cells to TRAIL | inhibition (viability loss, TRAIL sensitization), % at 10 µM | NB7+C8 cells + TRAIL, ATPlite viability luminescence | actives 1% (n = 360,000) | AID 624354;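 active means compounds causing at least 50% loss of cell viability in the single-dose screen, relative to plate controls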
NR5A2 inv ag: inverse agonists of human LRH-1 (NR5A2); O00482; HEK293T StAR-luciferase reporter, LRH-1 transfected, 24 h; inhibition, % at 3.6 µM; actives 0.13% (n = 360,000);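 active means inhibition above the mean inhibition of all tested compounds plus 3 SD, cut at about 73% in these data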;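 further: 0% = DMSO wells and 100% = reporter-only cells lacking LRH-1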
TWEAK Fn14 block: TWEAK-Fn14 signaling inhibition; actives 2% (n = 360,000); TWEAK-stimulated Fn14 reporter cells, luciferase luminescence, 8 h; inhibition, % at 10 µM; AID 1159606; in the data active means inhibition above about 50%
COUP-TFII inh: inhibitors of human COUP-TFII (NR2F2) | HEK293T NGFI-A luciferase reporter, luminescence | inhibition, % at 8.6 µM | actives 0.7% (n = 370,000) | AID 686940;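 active means inhibition above a per-plate cutoff, mean inhibition of test wells between control levels plus 3 SD, cut at about 38% in these data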;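 further: cells cotransfected with COUP-TFII expression vector driving the NGFI-A reporter; 0% = median of COUP-TF2 test wells and 100% = reporter-only cells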
* = called active by the depositor; u = inconclusive; x = not tested or not shown.

smiles	KKLEB tox	COUP-TFII inh	TROY signal inh	C8 TRAIL sens	EBV LMP1 NFkB	SRC1 inh	CF NFkB block	TWEAK Fn14 block	NR5A2 inv ag	Shn3 3UTR inh	SRC3 inh
O=C(N/N=C/c1cccc(Oc2ccccc2)c1)c1ccncc1	-1	5	-25	5	-4	-6	1	14	4	-7	4
Cc1nc2c(C(F)(F)F)cccc2c2c1CCS2	-3	-3	10	4	-4	4	23	-6	5	5	-6
COc1ccc(CN(C)C(=O)c2ccc(NC(=O)CC3SC(N4CCCC4)=NC3=O)cc2)c(OC)c1 (stereo unspecified)	-7	-8	-8	0	-4	9	13	-25	-1	-11	5
CC(C)C[C@@H](CO)N(Cc1ccccc1)S(=O)(=O)N(Cc1ccccc1)[C@H](CO)CC(C)C	-20	x	52*	29	3	13	40	24	-18	u	30
C[C@H]1CCCCO[C@H](CN(C)C(=O)Nc2ccc(F)cc2)[C@@H](C)CN([C@@H](C)CO)C(=O)c2cc(NC(=O)Nc3ccc4c(c3)OCO4)ccc2O1	-2	-8	13	18	10	-5	2	21	-30	27	-1
COc1ccc(OC)c(/C=N/N(CCC#N)C2=NS(=O)(=O)c3ccccc32)c1	3	-6	11	-12	2	7	5	8	19	22	6
Cc1ccc(S(=O)(=O)N2[C@@H](c3ccc(F)cc3)C(C(=O)O)=CC[C@H]2c2cccc(C)c2)cc1	-2	-7	11	7	-2	-18	4	3	-4	-2	1
CC(C)C[C@@]12C(=O)N(c3cccc(Cl)c3)C(=O)N1[C@H](c1ccc(Br)cc1)[C@@H]1C(=O)N(C(C)(C)C)C(=O)[C@@H]12	-10	-5	0	7	8	-1	3	6	-3	-2	16
COC(=O)[C@]12CCCCC=C1N(CCC1=CCCCC1)C(=O)[C@H](CC(=O)NCc1ccccc1)C2	x	-6	13	2	x	x	x	17	-13	x	x
Cc1ccc(OCc2cc(C(=O)N3CCc4sccc4C3)no2)cc1C	-4	32	-9	-35	3	3	-11	0	-21	0	-24
COc1ccc(-c2onc3ccc(Cl)cc23)cc1	12	-12	-29	0	1	-29	10	-4	-1	-32	0
CN(C)C(CNC(=O)c1cc(S(=O)(=O)N2CCOCC2)ccc1F)c1cccs1 (stereo unspecified)	0	-1	-16	-10	3	-7	-9	-5	-33	-10	-10
O=C(COC(=O)c1cc2ccccc2oc1=O)Nc1cccc(Br)c1	2	-22	-3	1	4	10	-12	-15	-6	-2	6
CCc1cccc(NC(=O)CSc2nc(C)cs2)c1	2	-13	-40	-17	-4	-7	-15	-21	-22	-14	-12
COc1cc(-n2c(C)nc3cc(C(=O)O)ccc32)cc(OC)c1OC	2	8	3	-13	-1	-107	7	-10	-1	-14	-20
c1ccc(N2CCN(C3CCSC3)CC2)cc1 (stereo unspecified)	9	-6	22	10	15	-9	-2	18	-29	9	-1
Cc1cc(N2CCCC2)n2nc(C)nc2n1	-1	2	-6	-18	5	2	-11	-8	-26	13	0
Cc1onc(-c2ccccc2)c1C(=O)N1CCCC1	17	-15	0	-10	1	-15	-7	-2	9	6	5
O=C(/C=C/c1ccc(F)cc1)NCc1ccco1	3	-15	-45	0	-8	-35	2	6	-18	-54	-32
CC1CCCCN1S(=O)(=O)c1cn(C)c(=O)n(C)c1=O (stereo unspecified)	13	-29	-3	2	-4	-4	-9	8	-23	-4	-21
Cc1ccc(N2C(=O)c3cccc4c([N+](=O)[O-])ccc(c34)C2=O)c2cccnc12	-2	3	16	45	38	7	20	36	15	92*	12
CN1CCN(S(=O)(=O)c2ccc(CNC(=O)c3ccccc3)s2)CC1	-3	3	11	-13	-8	18	-8	14	-17	-1	3
CCOC(=O)C1C(=O)NC(c2ccccc2)=NC1c1ccccc1 (stereo unspecified)	-5	17	19	-3	-18	-3	10	7	-9	-29	-9
Nc1nonc1-n1nnc(C(=O)N/N=C/c2cccnc2)c1CSc1ccc(Cl)cc1	-6	-4	23	3	-9	-9	4	18	-13	12	11
COC(=O)C1CCN(C(=O)CCC2CCCCC2)CC1	1	13	-24	13	-8	-22	-5	3	-1	-6	-10

Part of the list above, as labelled records.
Cc1ccc(S(=O)(=O)N2[C@@H](c3ccc(F)cc3)C(C(=O)O)=CC[C@H]2c2cccc(C)c2)cc1
  KKLEB tox: -2 | COUP-TFII inh: -7 | TROY signal inh: 11 | C8 TRAIL sens: 7 | EBV LMP1 NFkB: -2 | SRC1 inh: -18 | CF NFkB block: 4 | TWEAK Fn14 block: 3 | NR5A2 inv ag: -4 | Shn3 3UTR inh: -2 | SRC3 inh: 1

CC(C)C[C@@]12C(=O)N(c3cccc(Cl)c3)C(=O)N1[C@H](c1ccc(Br)cc1)[C@@H]1C(=O)N(C(C)(C)C)C(=O)[C@@H]12
  KKLEB tox: -10 | COUP-TFII inh: -5 | TROY signal inh: 0 | C8 TRAIL sens: 7 | EBV LMP1 NFkB: 8 | SRC1 inh: -1 | CF NFkB block: 3 | TWEAK Fn14 block: 6 | NR5A2 inv ag: -3 | Shn3 3UTR inh: -2 | SRC3 inh: 16

COC(=O)[C@]12CCCCC=C1N(CCC1=CCCCC1)C(=O)[C@H](CC(=O)NCc1ccccc1)C2
  KKLEB tox: x | COUP-TFII inh: -6 | TROY signal inh: 13 | C8 TRAIL sens: 2 | EBV LMP1 NFkB: x | SRC1 inh: x | CF NFkB block: x | TWEAK Fn14 block: 17 | NR5A2 inv ag: -13 | Shn3 3UTR inh: x | SRC3 inh: x

Cc1ccc(OCc2cc(C(=O)N3CCc4sccc4C3)no2)cc1C
  KKLEB tox: -4 | COUP-TFII inh: 32 | TROY signal inh: -9 | C8 TRAIL sens: -35 | EBV LMP1 NFkB: 3 | SRC1 inh: 3 | CF NFkB block: -11 | TWEAK Fn14 block: 0 | NR5A2 inv ag: -21 | Shn3 3UTR inh: 0 | SRC3 inh: -24

The list continues:
smiles	KKLEB tox	COUP-TFII inh	TROY signal inh	C8 TRAIL sens	EBV LMP1 NFkB	SRC1 inh	CF NFkB block	TWEAK Fn14 block	NR5A2 inv ag	Shn3 3UTR inh	SRC3 inh
COc1ccc(C(=O)NCCc2nnc(SCC(=O)Nc3ccccc3F)n2C)cc1	3	12	-12	-4	-6	3	3	50	-13	-2	9
COc1ccc(C(C)NC(=S)NCc2ccc(F)cc2)cc1OC (stereo unspecified)	0	10	7	-9	-3	-27	0	9	9	3	-16
CCOC(=O)C(CCCCOc1cccc(CC)c1)C(=O)OCC	3	-7	15	-7	0	10	11	3	19	12	11
CCCCCN(C(=O)CCC(=O)OCc1cccc(F)c1)c1c(N)n(CCCC)c(=O)[nH]c1=O	-11	-9	14	-19	2	-9	21	9	0	15	-4
O=S(=O)(c1cccc(-c2cn3ccccc3n2)c1)N1CCCC1	5	9	-1	17	1	0	-5	1	12	-14	12
Cc1cc(N)ccc1-c1cc2ccccc2oc1=O	-5	0	10	-1	-9	-24	-18	5	-1	-13	-26
O=C(CCn1c(=O)sc2ccccc21)NCc1ccco1	2	-4	17	0	-7	6	4	12	-9	-19	-7
Cc1cc(C(=O)NCc2cccs2)nn1C	10	-5	2	-4	7	12	-6	5	-7	-8	8
OCn1ncn(-c2ccccc2)c1=S	9	14	2	-22	0	-4	8	3	-13	-10	15
CN(C(=S)Nc1ccc(F)cc1)C1(c2ccccc2Cl)CCCCC1=O (stereo unspecified)	-13	9	-2	7	15	11	23	28	-22	-9	6
c1ccc2c(c1)C(=Nn1cnnc1)c1ccccc1-2	0	2	-17	14	10	-13	-15	-4	-4	7	-9
Cc1cc(C(=O)N/N=C/C=C/c2ccccc2)c(C)o1	-6	-5	-10	-5	-2	-9	2	8	-6	-25	13
O=C(Oc1ccccc1)c1ccccc1	-6	15	1	-7	-4	13	-10	-12	4	4	-10
CCN1CCCSC1=S	8	-6	6	8	x	-1	6	-4	-3	26	-19
COc1ccc(NC(=O)CN(C)C(=O)/C=C/c2cn(Cc3ccccc3)nc2-c2cccnc2)cc1	-13	3	21	2	6	-7	7	-11	0	-2	-22
CCCCn1nnc(NC(=S)NC(=O)c2cccs2)n1	-12	-22	-22	-10	-4	-47	13	-13	-48	-52	-37
CC(Sc1ccsc1[N+](=O)[O-])C(=O)NCCc1ccc(Cl)cc1 (stereo unspecified)	-10	11	-3	-2	-15	-7	0	-12	5	-13	3
O=C(COc1ccccc1[N+](=O)[O-])N(C1CCCCC1)C1CCS(=O)(=O)C1 (stereo unspecified)	-7	-16	1	6	-1	0	-10	11	-14	-67	2
CN(CCc1ccccn1)C(=O)c1ccc(OC2CCN(CCc3ccccc3)CC2)cc1	1	-3	-24	-11	5	1	1	-6	10	7	-11
O=C(NNc1nc2cc3c(cc2s1)OCO3)c1cccc(F)c1	-2	-5	-35	11	-4	-10	-15	-21	-35	-25	-34
CSCC[C@H](NC(=O)OC(C)(C)C)c1nnc(SCC(=O)Nc2c(C)cccc2C)o1	-2	14	6	-17	4	2	1	-4	-2	-4	3

2 consecutive entries already listed, for reference:
smiles	KKLEB tox	COUP-TFII inh	TROY signal inh	C8 TRAIL sens	EBV LMP1 NFkB	SRC1 inh	CF NFkB block	TWEAK Fn14 block	NR5A2 inv ag	Shn3 3UTR inh	SRC3 inh
O=C(NNc1nc2cc3c(cc2s1)OCO3)c1cccc(F)c1	-2	-5	-35	11	-4	-10	-15	-21	-35	-25	-34
CSCC[C@H](NC(=O)OC(C)(C)C)c1nnc(SCC(=O)Nc2c(C)cccc2C)o1	-2	14	6	-17	4	2	1	-4	-2	-4	3

Not all compounds are listed, so the mix of outcomes need not match the whole.
